# Source: PubChem BioAssay (several laboratories)
# CIT2-GFP yeast: yeast TOR pathway CIT2-GFP modulation | GFP response vs DMSO, % at 10 µM | AID 2029 | actives 0.065% (n = 320,000) | S. cerevisiae CIT2-GFP strain, flow cytometry, 3 h; 100 means same as DMSO wells;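 active = GFP response relative to DMSO above a set limit, near the screen mean plus 3 SD, cut at about 150% in these data; inconclusive = Fewer than 70 cells measured for a yeast strain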;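 note: ratio of well median GFP fluorescence to mean of DMSO wells on the plate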
# MEP2 TOR yeast: yeast TOR pathway MEP2-GFP modulation | actives 0.51% (n = 330,000) | AID 2016 | S. cerevisiae MEP2-GFP strain, flow cytometry GFP, 3 h; 100% = DMSO control level | GFP response vs DMSO, % at 10 µM;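 active = GFP response versus DMSO above a set limit, roughly screen mean plus 3 SD, cut at about 180% in these data; inconclusive = fewer than 70 cells counted for a yeast strain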;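 note: median GFP fluorescence of the barcode-gated MEP2-GFP cells per well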
# LAP4-GFP MLPCN: yeast TOR pathway LAP4-GFP modulation; S. cerevisiae LAP4-GFP multiplex, flow cytometry GFP, 3 h; median GFP as percent of DMSO wells; GFP response vs DMSO, % at 10 µM; actives 0.34% (n = 320,000); AID 2023;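 active = GFP response vs DMSO above a set limit, about the screen mean plus 3 SD, cut at about 150% in these data; inconclusive = under 70 cell events counted for the yeast strain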
# AGP1-GFP MLPCN: alters AGP1-GFP fluorescence in TOR pathway yeast screen; S. cerevisiae AGP1-GFP multiplex flow cytometry, 3 h; GFP as percent of DMSO wells; GFP response vs DMSO, % at 10 µM; actives 0.02% (n = 320,000); AID 2066;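 active = GFP response relative to DMSO above a set limit, near screen average plus 3 SD, cut at about 150% in these data; inconclusive = fewer than 70 cells counted for the yeast strain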;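 note: median GFP channel fluorescence of the gated AGP1 strain per well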
# Efflux pump mplx: antifungal efflux pump inhibition, Nile Red retention. S. cerevisiae Candida pump triplex. inhibition, % at 10 µM. actives 0.44% (n = 330,000). AID 485275;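 active = plate passing quality check with inhibition over a set limit, or well fluorescence over plate mean plus 4 SD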;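 note: Nile Red retained in pooled yeast measured as flow cytometry median fluorescence; 0% = buffer negative control and 100% = Enniatin B positive control; higher means more Nile Red kept so more efflux inhibition; some compounds called inactive have numbers as strong as hits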
# AHR activator: human AHR activation; activation, % at 5 µM; AHR-responsive luciferase reporter cells, luminescence; actives 2.5% (n = 320,000); P35869; in the data active = activation above about 47%;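 note: 0% = vehicle wells and 100% = reference agonist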
# Target sequence (P35869 whole entry, looked up): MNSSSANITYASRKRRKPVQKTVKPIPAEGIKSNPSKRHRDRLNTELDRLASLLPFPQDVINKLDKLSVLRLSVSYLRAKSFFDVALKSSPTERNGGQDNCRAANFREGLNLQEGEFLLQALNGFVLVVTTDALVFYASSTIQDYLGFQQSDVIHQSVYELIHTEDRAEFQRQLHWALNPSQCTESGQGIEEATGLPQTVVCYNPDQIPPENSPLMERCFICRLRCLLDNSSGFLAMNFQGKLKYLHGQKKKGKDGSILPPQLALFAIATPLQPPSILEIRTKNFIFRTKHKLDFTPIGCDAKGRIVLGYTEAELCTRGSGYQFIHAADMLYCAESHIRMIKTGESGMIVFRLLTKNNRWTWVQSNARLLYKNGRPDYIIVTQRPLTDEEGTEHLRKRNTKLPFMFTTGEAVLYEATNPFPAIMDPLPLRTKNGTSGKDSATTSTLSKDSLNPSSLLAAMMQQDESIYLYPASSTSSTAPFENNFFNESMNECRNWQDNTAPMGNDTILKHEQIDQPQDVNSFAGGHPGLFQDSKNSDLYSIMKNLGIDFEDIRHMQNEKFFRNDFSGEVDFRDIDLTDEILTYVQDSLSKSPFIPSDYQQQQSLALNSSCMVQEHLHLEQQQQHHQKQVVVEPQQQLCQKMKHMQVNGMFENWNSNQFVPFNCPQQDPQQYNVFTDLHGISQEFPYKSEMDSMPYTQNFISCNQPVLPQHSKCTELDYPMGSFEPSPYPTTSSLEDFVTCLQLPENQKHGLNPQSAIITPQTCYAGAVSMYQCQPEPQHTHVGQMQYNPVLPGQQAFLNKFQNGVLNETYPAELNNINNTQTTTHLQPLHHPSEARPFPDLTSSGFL
# RPL19A TOR yeast: yeast TOR pathway RPL19A-GFP modulation. S. cerevisiae RPL19A-GFP strain, flow cytometry, 3 h; active compounds read low. percent response vs DMSO, % at 10 µM. actives 0.3% (n = 330,000);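 active = percent response vs DMSO below 50%; inconclusive = fewer than 70 events counted for the yeast strain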;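 note: median channel GFP fluorescence of the barcoded RPL19A-GFP strain; ratio of sample median GFP to plate DMSO average so 100% = DMSO; lower means less RPL19A-GFP as with rapamycin TOR inhibition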
# Yeast superoxide: caloric restriction mimetics inhibiting age-related superoxide in yeast | S. cerevisiae aged cells, superoxide DHE fluorescence; active compounds read low | superoxide response (% of plate mean), % at 10 µM | actives 0.18% (n = 330,000);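 active = superoxide response under a set limit, about three screen SD below normal, cut at about 65% in these data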;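 note: yeast aged for seven days with compound at 30 °C before DHE staining; 100% = average MFI of all compound-treated wells on the plate with controls excluded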
# * marks the source's active call; other numbers are inactive results; ? = inconclusive; . = not tested or not shown; [ ] = another dose, or the depositor's remark.
Structure	Yeast superoxide	LAP4-GFP MLPCN	MEP2 TOR yeast	AGP1-GFP MLPCN	Efflux pump mplx	AHR activator	CIT2-GFP yeast	RPL19A TOR yeast
CC1CC(C)CN(C(=O)C2CCN(S(=O)(=O)c3ccc4c(c3)CC(C)N4C(=O)C3CC3)CC2)C1 (configuration not stated)	99.3	93.6	95.3	102.3	0.1	0.6	105.4	97.3
COc1c(/C=C2\SC(=Nc3ccccc3Cl)NC2=O)cccc1[N+](=O)[O-]	91.8	?	?	?	0.0	4.9	?	?
CN(CCc1cnn(C)c1)Cc1nc(Cc2ccccc2)no1	103.0	88.3	95.3	93.8	0.0	8.3	101.9	95.0
Cn1c(O)c(N=NC(=O)c2ccco2)c2ccccc21	107.3	97.4	94.4	94.8	-0.1	42.2	100.2	94.0
O=C1C(=O)N(c2ccccn2)C(c2cccc([N+](=O)[O-])c2)/C1=C(/O)c1ccc(Br)cc1 (configuration not stated)	99.9	81.1	99.0	88.9	-0.2	2.1	101.0	99.4
c1ccc(CSc2nnc(Cc3ccccn3)o2)cc1	115.4	101.2	99.4	96.9	0.0	7.3	102.1	94.5
Cc1ccc(Cc2ccc(C(=O)NNC(N)=S)o2)cc1	102.9	100.8	108.9	104.3	0.0	1.4	106.7	100.9
OCCCNc1ncnc2oc(-c3ccccc3)c(-c3ccccc3)c12	101.7	96.1	103.2	88.3	0.1	.	97.1	99.5
C/C=C(\C)C(=O)N1CC2(CC(c3cccc(NC(=O)COc4ccc(Cl)cc4)c3)=NO2)C[C@@H]1C(N)=O (some centres not stated)	100.4	128.0	96.7	89.5	-0.2	0.1	106.7	98.9
Cc1nc2ccccn2c1C(=O)CSc1ccccc1	104.8	103.8	97.4	94.4	0.2	-3.2	84.0	98.3
COc1ccc(S(=O)(=O)N2CCN(c3c(C)cccc3C)CC2)cc1OC	103.4	102.1	113.0	106.2	0.3	3.3	98.6	101.8
NC(=O)CCN(Cc1ccccc1)S(=O)(=O)c1ccccc1	84.6	106.4	103.0	113.7	-0.2	-0.6	113.9	104.4
O=C1CN(c2ccc(Br)cc2)C(=O)N1CC(=O)N1CCCc2ccccc21	121.8	97.7	99.5	96.6	0.0	2.6	96.3	100.7
c1ccc(-c2cc(-c3nnco3)c3ccccc3n2)nc1	124.4	103.1	97.8	84.0	0.1	62.0*	97.0	99.3
CCCc1ncc(C(O)(c2ccccc2)c2ccc(C)cc2)n1C (configuration not stated)	81.2	100.4	104.2	97.5	0.3	5.3	95.0	100.5
CCc1nnc(NC(=O)CCC(=O)NC2CCCCCCC2)s1	101.3	109.4	107.1	109.0	-0.4	3.1	107.0	105.8
Nn1c(SCC(=O)NC(=O)NC2CCCC2)nnc1-c1ccccc1F	90.4	93.5	95.4	103.2	0.1	1.4	92.9	98.5
CCn1cc(C(=O)NCc2ccc3c(c2)OCO3)c(=O)c2cc(F)c(N3CCN(C)CC3)cc21	94.6	96.8	95.6	108.3	-0.2	-0.1	98.3	99.9
Cc1cc(Nc2ccc(F)cc2)n2nc(C)nc2n1	85.8	100.2	96.6	106.5	0.0	6.4	107.0	99.3
CN1C(=O)C(C)(C)c2cc(S(=O)(=O)N3CCCC(C(=O)NCc4ccc(Cl)cc4)C3)ccc21 (configuration not stated)	98.7	100.5	107.9	100.3	-0.3	-1.8	104.2	98.6
Cc1nc2ccc(NC(=O)N3CCOCC3)cc2s1	101.9	94.6	90.5	95.8	0.2	13.7	90.6	98.2
C/C(=C\c1ccccc1)C(=O)NCCN1CCOCC1	97.7	91.9	91.8	99.0	-0.1	0.4	92.1	99.8
COc1cc(/C=C/c2nc3ccccc3c(=O)[nH]2)cc(OC)c1OC	96.6	91.5	93.3	97.0	-0.3	23.1	100.5	104.2
Cc1ccc(NC(=O)CSCC(=O)NC2CCCCC2)cc1	81.9	95.5	100.0	94.8	0.3	4.7	91.4	95.6
C/C(=N\N(c1ccccc1)c1ccccc1)c1ccc(O)cc1	95.6	95.9	101.7	96.8	0.1	-1.2	92.5	100.4
O=C(COC(=O)CCCOc1ccccc1)NC1CCS(=O)(=O)C1 (configuration not stated)	95.5	86.6	84.2	101.9	0.0	1.2	92.2	99.4
COc1ccc(CCNS(=O)(=O)c2cccc([N+](=O)[O-])c2)cc1	97.9	104.7	115.3	100.1	0.0	0.4	98.1	99.0
Cc1ccc(NC(=O)CN(C)C(=O)c2ccc(COc3ccccc3)cc2)cc1	107.2	106.9	100.2	91.6	0.1	2.0	85.5	92.1
Cc1cc(S(=O)(=O)Nc2cc(C)c(O)c(C)c2)c(C)s1	108.2	98.4	95.2	96.1	0.0	-3.4	94.3	.
Cn1nnnc1SCCNCc1ccccc1OCc1ccccc1Cl	107.4	100.1	105.9	101.8	0.5	3.4	88.6	105.4
O=c1[nH]c(CSc2nnc(-c3cccnc3)n2C2CCCCC2)nc2ccccc12	77.1	101.0	112.5	105.8	0.0	5.7	100.7	103.4
Cc1c(-n2c(SCC(=O)C(C)(C)C)nc3ccccc3c2=O)c(=O)n(-c2ccccc2)n1C	100.3	104.4	133.7	88.0	-0.1	1.8	94.3	68.8
O=C(CSc1nnc(-c2ccncc2)n1-c1ccccc1)NC1CC1	88.8	111.5	103.8	107.5	0.3	-1.0	105.4	97.2
CC1CCCC(NC(=O)CNC(=O)c2cccs2)C1C (configuration not stated)	97.5	94.5	97.0	97.4	0.1	7.7	97.5	89.0
COc1cc(NS(=O)(=O)c2ccc3c(c2)n(C)c(=O)n3C)cc(OC)c1	92.8	?	98.0	102.6	-0.1	6.1	114.2	100.0
Cc1c(Cl)cccc1NC(=O)COC(=O)Cn1cnc2c1c(=O)n(C)c(=O)n2C	107.8	98.2	98.7	95.5	0.1	-0.3	93.9	96.2
COc1cc(NC(=O)CN2C(=O)c3ccccc3Sc3ccc(C(=O)N4CCOCC4)cc32)cc(OC)c1OC	104.4	109.3	97.5	106.1	0.0	4.7	94.0	100.5
Cc1ccc(S(=O)(=O)CCC(=O)OCC(=O)NCCc2ccc(S(N)(=O)=O)cc2)cc1	122.7	94.5	94.4	92.0	0.2	-0.3	81.3	91.4
CCCCn1c(N)c(N(CC(C)C)C(=O)C2CCN(S(=O)(=O)c3ccc(OCC)cc3)CC2)c(=O)[nH]c1=O	99.2	92.9	95.5	91.1	0.1	1.9	83.8	92.3
Cn1[nH]c(C(F)(F)F)c(C=NCc2ccc(Cl)cc2)c1=O	99.3	93.5	97.2	103.4	0.2	-4.0	102.0	104.9
CC1(C)CC(=O)C2=C(C1)NC1=C(C(=O)c3ccccc31)C2c1ccc(Cl)cc1 (configuration not stated)	99.2	103.6	103.5	98.0	-0.1	7.7	99.5	103.4
COC(=O)c1ccc(-c2nc(CN3CCCN(C(=O)c4ccco4)CC3)c(C)o2)cc1	90.4	92.1	91.7	97.4	0.3	12.7	95.5	102.4
COc1ccc(COc2ccccc2C(=O)NCc2ccccc2)cc1F	95.5	90.9	92.3	95.8	0.1	9.1	92.7	99.2
C=CCOC(=O)Cn1cnc2c(sc3nc(C)cc(C)c32)c1=O	93.7	98.8	96.8	93.7	0.2	2.4	102.6	99.1
CCS(=O)c1ccccc1C(=O)OCC(=O)Nc1cccc(S(=O)(=O)N2CCCCC2)c1 (configuration not stated)	90.7	121.8	108.9	120.3	-0.1	-1.9	108.2	116.8
COc1ccc(Cl)cc1NC(=S)Nc1ccccc1C	107.8	100.8	100.9	100.7	-0.1	0.7	98.5	95.4
Cc1ccc(C)c(S(=O)(=O)N2CCN(C(=O)CCNC(=O)c3ccc(Br)cc3)CC2)c1	107.0	112.2	97.2	109.1	-0.1	0.7	94.6	102.3
CCCn1c(CN2CCN(C(=O)OCC)CC2)nc2cc(NC(C)=O)ccc21	88.3	96.7	106.7	104.1	0.4	2.2	106.3	104.4
CCC(C)[C@H](NC(=O)C1(c2ccccc2)CCN(C(=O)OC(C)(C)C)CC1)C(=O)N[C@@H](C(=O)O)c1ccccc1 (some centres not stated)	105.3	102.1	93.5	95.8	0.3	-0.5	90.5	97.3
COc1ccc(C(=O)N/N=C/c2ccc3cccc(OCc4ccccc4)c3n2)cc1	97.8	99.2	103.3	98.8	0.2	80.7*	97.5	97.1

# Remaining list, next part
Structure	Yeast superoxide	LAP4-GFP MLPCN	MEP2 TOR yeast	AGP1-GFP MLPCN	Efflux pump mplx	AHR activator	CIT2-GFP yeast	RPL19A TOR yeast
CCOc1ccccc1C(=O)OCC(=O)Nc1cccc(S(=O)(=O)N2CCCC2)c1	100.3	101.8	98.0	103.8	-0.1	3.0	100.5	98.2
O=C(CSc1nc(O)cc(=O)n1-c1ccccc1)Nc1nc2ccccc2s1	102.7	113.2	96.4	114.1	0.1	2.7	101.5	90.2
N/C(=N\OC(=O)C(c1ccccc1)c1ccccc1)c1ccccn1	100.9	91.7	92.8	.	0.0	2.6	88.5	89.8
O=S(=O)(/N=C(/Nc1nc2ccccc2s1)c1ccccc1)c1ccccc1	84.4	93.1	97.4	101.7	-0.1	13.2	106.2	97.5
N#Cc1nc(-c2cccc3ccccc23)oc1NCC1CCCO1 (configuration not stated)	106.8	124.9	96.5	97.8	-0.1	12.9	88.8	97.0
COc1ccc(-c2csc3nc(-c4ccccc4OC)oc(=O)c23)cc1	88.3	96.6	95.2	95.5	0.0	-7.2	99.3	100.2
Cc1cc(-c2nnc(CCC(=O)NCc3cc(F)cc(C(F)(F)F)c3)o2)no1	77.8	100.4	103.6	99.7	-0.1	9.0	105.6	108.6
COc1ccc(NC(=O)C(C)N2C(=O)c3ccccc3C2=O)c(OC)c1 (configuration not stated)	92.5	104.1	98.6	103.4	0.0	0.2	98.8	99.5
O=C(CCCN1C(=O)/C(=C/c2ccccc2)SC1=S)N1CCOCC1	119.1	112.0	98.3	96.5	0.2	0.7	93.4	102.2
COc1ccc(-c2nnc(SC(C)C(=O)Nc3nccs3)n2Cc2ccccc2)cc1OC (configuration not stated)	88.6	101.9	99.7	105.4	0.0	0.3	100.3	99.7
Cc1ccc(NC(=S)NC(=O)/C=C/c2ccc(Cl)cc2)cc1	96.2	100.2	91.4	116.3	-0.2	-1.3	89.2	95.6
Cc1nnc(-c2cnn(C)c2N)n1Cc1cccc(Cl)c1	88.2	95.4	100.6	94.4	-0.1	54.1*	82.6	94.4
COCCNc1c2c(nc3ccccc13)CCC2	107.8	96.5	103.2	99.2	0.0	5.7	104.4	101.9
Fc1cccc(CCN2CCNC[C@@H]2c2ccccc2)c1	120.3	101.7	94.1	97.7	0.5	1.4	90.0	97.5
O=C(O)/C=C/c1ccccc1Oc1ccccc1	95.9	121.2	97.2	67.4	-0.1	-0.5	83.9	94.6
CC(C)c1ccc(S(=O)(=O)/N=C2\C=C(NS(=O)(=O)c3ccccc3)C(=O)c3ccccc32)cc1	106.6	88.5[may fluoresce violet]	276.5*[may fluoresce violet]	?	0.1	83.4*	?	25.2*[may fluoresce violet]

# Two consecutive entries from above:
Structure	Yeast superoxide	LAP4-GFP MLPCN	MEP2 TOR yeast	AGP1-GFP MLPCN	Efflux pump mplx	AHR activator	CIT2-GFP yeast	RPL19A TOR yeast
Cc1nnc(-c2cnn(C)c2N)n1Cc1cccc(Cl)c1	88.2	95.4	100.6	94.4	-0.1	54.1*	82.6	94.4
COCCNc1c2c(nc3ccccc13)CCC2	107.8	96.5	103.2	99.2	0.0	5.7	104.4	101.9
